Glyco luc inh = increase of ERlucT glycosylation luciferase signal, primary screen, N-linked glycosylation inhibitor project, D54 ERlucT cells, luminescence, set 2; 360,000 compounds, 0.23% hits; AID 588692, 2011; reporter increase, % at 12.5 µM; D54 ERlucT glycosylation luciferase reporter, 24 h; percent of 100 nM tunicamycin response;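 active = mean luciferase reporter signal, scaled so untreated is 0 and the glycosylation-blocking control 100, at or above a set limit in every replicate; inconclusive = mean reaches the limit but not every replicate does; inactive = mean below the limit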;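 note: luciferase carries N-glycosylation sites so blocking glycosylation raises the light; 0% = median of neutral control wells and 100% = median of 100 nM tunicamycin wells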
ABCB6 inh MLPCN = ABCB6 transporter inhibitors, primary screen, K562-ABCB6 cells, flow cytometry, MLPCN library. fluorescence ratio to DMSO, % at 10 µM. 360,000 compounds, 0.19% hits. AID 602162, 2011. K562-ABCB6 porphyrin accumulation, 1 h; stronger effect = lower value;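 active = fluorescence ratio to DMSO below 75%, the collection mean minus 3 SD; inconclusive = too few cells collected in the well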;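 note: signal is porphyrin accumulated inside mitochondria; 100% equals median channel fluorescence of DMSO control wells; lower ratio means ABCB6 inhibition with less porphyrin fluorescence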
PDI turbidity = inhibitors of human PDI, primary screen, biochemical, turbidity, single point, plate reader | Protein disulfide-isomerase (Homo sapiens), P07237 | PDI insulin aggregation turbidity, A650, 90 min | inhibition, % at 10 µM | 350,000 compounds, 0.052% hits | AID 588391, 2011;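 active = mean inhibition across replicates of 30% or more, whatever share of single replicates reach that level; inconclusive = mean inhibition below 30% while every single replicate reaches 30%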;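 note: absorbance from insulin aggregation driven by PDI reduction with DTT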
Granule exo inh = LAMP-1 surface exposure blockers, TALL-104 cells – cell-based, flow cytometry, MLPCN library, primary screen; TALL-104 LAMP-1 surface exposure; cells stimulated with thapsigargin and PMA; inhibition, % at 10 µM; 360,000 compounds, 0.66% hits;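 active = inhibition above about 55%, limit read from the data; inconclusive = no clear call, values can overlap the other calls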
H9c2 protect = cardioprotection against H2O2-induced cell death, primary screen, uHTS, H9c2 cells, ATPLite luminescence. H9c2 cardiomyocytes, H2O2 injury protection, 2 h. protection from H2O2 cell death, % at 20 µM. 360,000 compounds, 0.63% hits. AID 588492, 2011;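 active = compounds giving at least 50% protection of heart cells from peroxide-induced death in the single-dose screen, raw or plate-pattern-corrected value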;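 note: 0% = DMSO wells with peroxide and 100% = DMSO wells without peroxide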
CaV13 FRET inh = Disruptors of the CACNA1D IQ motif to Ca2+-dependent inactivation inhibitor domain association, primary screening, Förster resonance energy transfer in intact living …; inhibition, % at 12.3 µM; 340,000 compounds, 0.098% hits; HEK cells, CFP/YFP FRET ICDI-IQ, plate reader, 10 min; percent FRET-ratio fall versus neutral wells;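 active = mean replicate inhibition of at least 30% and at least 1% of replicates passing that level; inconclusive = only one of the two criteria is met; inactive = neither criterion is met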;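 note: 0% = median of the neutral control wells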
ABHD5 PLIN5 PPI = ABHD5-PLIN5 interaction inhibitors, primary screen, cell lysate, split luciferase complementation, luminescence; Perilipin-5 (Homo sapiens) + 1-acylglycerol-3-phosphate O-acyltransferase ABHD5 (Homo …; Split G. princeps luciferase complementation, 4 h; inhibition, % at 4 µM; 360,000 compounds, 0.78% hits; AID 602281, 2012;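 active = inhibition above the mean inhibition across every tested compound plus 3 SD, cut at about 22% in these data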;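 note: 0% = DMSO only wells and the 100% control is not disclosed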
Target sequence (Q00G26 whole entry, looked up): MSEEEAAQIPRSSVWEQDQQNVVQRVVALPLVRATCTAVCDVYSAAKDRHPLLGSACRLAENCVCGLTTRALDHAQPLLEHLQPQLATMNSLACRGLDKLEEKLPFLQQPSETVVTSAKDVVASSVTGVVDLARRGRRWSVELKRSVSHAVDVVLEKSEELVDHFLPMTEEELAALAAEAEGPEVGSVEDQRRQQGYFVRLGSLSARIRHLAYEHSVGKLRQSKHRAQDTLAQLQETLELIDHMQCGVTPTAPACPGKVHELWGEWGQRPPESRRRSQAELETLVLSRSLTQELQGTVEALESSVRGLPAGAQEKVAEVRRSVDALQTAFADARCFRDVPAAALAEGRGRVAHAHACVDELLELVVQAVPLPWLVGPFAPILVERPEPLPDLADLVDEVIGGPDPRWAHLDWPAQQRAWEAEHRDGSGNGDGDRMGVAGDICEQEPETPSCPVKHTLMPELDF
Target sequence (Q8WTS1 whole entry, looked up): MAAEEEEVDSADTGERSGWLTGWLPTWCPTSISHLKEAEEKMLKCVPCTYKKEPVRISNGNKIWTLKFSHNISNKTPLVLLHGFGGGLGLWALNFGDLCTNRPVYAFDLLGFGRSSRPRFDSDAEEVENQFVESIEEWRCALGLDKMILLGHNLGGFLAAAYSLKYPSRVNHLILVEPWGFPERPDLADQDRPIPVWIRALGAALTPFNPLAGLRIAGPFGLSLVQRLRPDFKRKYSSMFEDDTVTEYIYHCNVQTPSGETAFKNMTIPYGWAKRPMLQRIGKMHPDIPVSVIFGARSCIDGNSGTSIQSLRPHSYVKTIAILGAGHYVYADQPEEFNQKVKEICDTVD
MC4R barr agon = MC4R agonists recruiting beta-arrestin, primary screen, cell-based, luminescence, agonist arm of biased-ligand search; AID 540308, 2011; activation, % at 8.9 µM; U2OS MC4R beta-arrestin complementation; percent of melanotan II response, DMSO zero; 360,000 compounds, 0.98% hits;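 active = activation above a per-plate cutoff, the mean activation of sample wells on that plate plus 3 SD, cut at about 8% in these data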
HTR2A ag = mouse Htr2a agonists via beta-arrestin recruitment, primary screen, cell-based, luminescence. 5-hydroxytryptamine receptor 2A (Mus musculus), P35363. CHO-K1 mHTR2A beta-arrestin complementation; percent of 30 µM serotonin response. activation, % at 7.6 µM. 360,000 compounds, 0.66% hits;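 active = activation above a run cutoff, the mean activation of all tested compounds plus 3 SD, cut at about 14% in these data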;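 note: 0% = plate median of compound wells and 100% = 30 µM serotonin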
MC4R antag cAMP = MC4R antagonists of cAMP signaling, primary screen, cell-based, TR-FRET, antagonist arm of biased-ligand search; AID 540295, 2011; MC4R-expressing cells, MTII-stimulated cAMP, LANCE TR-FRET; Melanocortin receptor 4 (Homo sapiens), P32245; 360,000 compounds, 0.48% hits; inhibition, % at 6.5 µM;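 active = inhibition above its plate's cutoff, the mean of tested wells on that plate plus 3 SD, cut at about 29% in these data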;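 note: 0% = Melanotan II alone and 100% = Melanotan II plus saturating MCL0020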
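Assay system: U2OS cells stably expressing human melanocortin 4 receptor (MC4R) / Dosing: 6.5 µM / Timing: compound 30 min, challenge 1 h, detection 1 h / Measured by: Eu-cAMP/anti-cAMP TR-FRET, emission 671 nm / Replicates: singlicate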
* marks the source's active call; other numbers are inactive results; ? = inconclusive; . = not tested or not shown. Outcome played no part in choosing rows; any-hit rate near 4.2%.

SMILES,PDI turbidity,HTR2A ag,H9c2 protect,ABCB6 inh MLPCN,ABHD5 PLIN5 PPI,CaV13 FRET inh,Granule exo inh,MC4R barr agon,MC4R antag cAMP,Glyco luc inh
O=C(NCCc1ccccn1)C1CCN(S(=O)(=O)c2ccc3ccccc3c2)CC1,19,2,-4,103,1,6,0,0.2,0,-1
CC(=O)NCCNc1nc(NCc2ccccc2)nc2ccsc12,4,0,16,92,4,-6,0,-1.6,6,5
O=C(Cn1cnc([N+](=O)[O-])n1)N/N=C/c1ccc2ccccc2c1,-3,0,-4,96,0,-3,-1,-2.6,-6,-1
CCOc1ccc(NC(=O)CNC(=O)Cc2ccccc2)cc1,-4,-6,-2,98,-3,-5,-6,-1.7,8,2
O=C(NCCCN1CCOCC1)C1(c2ccccc2)CCOCC1,8,1,-1,95,1,-5,-1,-1.6,9,-1
O=C(CSc1ccccn1)Nc1nc2ccccc2s1,-6,-2,-4,100,1,-3,-2,0.4,8,2
CN(C)S(=O)(=O)c1cccc(NC(=O)COC(=O)CCOc2ccccc2)c1,5,1,-5,98,-2,0,1,-1.1,7,0
CCOC(=O)c1ccc(CNC(=O)C2CCC(=O)N(CCc3ccccc3)C2)o1 (configuration not stated),0,-1,2,100,3,-2,-19,-0.4,12,0
CCCCOCCCNC(=O)c1ccc2c(c1)OCO2,4,-1,-4,94,-5,-5,5,-0.8,0,-2
CC(C)c1ccc(CCNC(=O)CCNS(=O)(=O)c2ccc(Br)cc2)cc1,-5,0,-3,100,12,-6,0,8.0,1,-1
Cc1ccc(S(=O)(=O)Nc2c(C)n(C)n(-c3ccccc3)c2=O)cc1C(=O)OCC(=O)N1CCCC(C)C1 (configuration not stated),6,16*,-4,102,-2,-6,4,-3.6,7,2
O=C(O)CSc1cc(C(=O)c2ccccc2O)cn2c(=O)c3c4c(sc3nc12)CCCC4,22,0,-7,106,-4,-3,2,1.9,26,1
CC(C)NC(=O)Nc1ccc2c(c1)C(=O)N([C@H](C)CO)C[C@H](C)[C@@H](CN(C)S(=O)(=O)c1cn(C)cn1)O2,4,-3,0,96,-5,-5,0,0.1,4,0
O=C(O)Cn1c(SC2CCCCC2)nc2ccccc21,-2,-5,4,106,-3,.,-1,-2.6,3,0
CC1Cc2ccccc2N1C(=O)CSc1ncccn1 (configuration not stated),-20,8,-2,92,-3,-3,-13,-1.3,2,0
Cc1nc2ccccc2c(=O)n1NC(=O)C1CC1C (configuration not stated),3,-2,-5,100,0,-12,-2,0.2,17,1
COc1cc(CC(=O)OCC(=O)Nc2ccccc2C#N)cc(OC)c1OC,-31,8,-11,90,2,-3,5,-1.6,-3,1
CCc1ccccc1NC(=O)c1cc2sccc2n1C,-3,4,2,93,-5,-5,1,-0.3,-4,-1
O=C(O)CN1C(=O)/C(=C\c2cc(Br)ccc2OCc2ccccc2F)SC1=S,6,-3,-3,94,-9,-4,1,3.1,4,1
CCOC(=O)N1CCN(C(=O)CCn2nc(-c3ccccc3)ccc2=O)CC1,-1,1,-2,103,5,-5,0,1.1,10,0
Clc1ccc(NCc2cccnc2)c(Cl)c1,1,-4,-1,95,-2,-4,0,1.0,2,1
CN(C)CCN1C(=O)C(O)=C(C(=O)c2cc3ccccc3o2)C1c1cccc(Br)c1 (configuration not stated),-4,6,3,97,6,-4,0,0.0,10,2
O=C(CCNC(=O)C1CCN(S(=O)(=O)c2ccc(F)cc2)CC1)NCc1ccccc1Cl,-6,-3,-4,95,-3,-3,-4,0.6,15,2
CCC(C)NC(=O)Cn1cnc([N+](=O)[O-])c1 (configuration not stated),22,2,-6,98,2,5,-2,-1.9,-7,1
N#Cc1cc(-c2ccccc2)nn1-c1ccccc1,-1,2,0,106,2,-4,-3,3.6,5,0
COCCn1c(COc2ccc(Cl)cc2)nnc1SCC(N)=O,4,-2,0,100,5,-6,0,-0.7,-1,0
O=C(N/N=C/c1ccc(OCc2ccccc2)cc1)c1ccncc1,6,-3,-1,96,-2,-3,1,-3.0,16,-2
COc1ccc(CN2CC(=O)N(c3ccc(C)cc3)C2=S)cc1OC,-4,0,-1,102,-5,-8,2,2.2,-2,-4
N#CCOC(=O)C1CSC2(c3ccc(Br)cc3)CCC(=O)N12 (configuration not stated),-1,1,13,98,0,-2,3,-5.5,8,-1
CC1CCc2c(C(=O)NCc3ccccn3)csc2C1 (configuration not stated),-4,5,2,96,6,-5,0,-1.2,0,-2
CN(C(=O)CN1C(=O)NC(C)(c2cccc(Br)c2)C1=O)C1CCCCC1 (configuration not stated),-4,-2,-6,109,5,-2,-1,-1.2,-2,1
CCCCOc1ccc(C(C)NC(=O)CCS(=O)(=O)Cc2ccc(C)cc2)cc1 (configuration not stated),-4,-2,-4,96,5,-4,-2,5.3,4,-1

For convenience, part of the list above.
SMILES,PDI turbidity,HTR2A ag,H9c2 protect,ABCB6 inh MLPCN,ABHD5 PLIN5 PPI,CaV13 FRET inh,Granule exo inh,MC4R barr agon,MC4R antag cAMP,Glyco luc inh
CN(C)CCN1C(=O)C(O)=C(C(=O)c2cc3ccccc3o2)C1c1cccc(Br)c1 (configuration not stated),-4,6,3,97,6,-4,0,0.0,10,2
O=C(CCNC(=O)C1CCN(S(=O)(=O)c2ccc(F)cc2)CC1)NCc1ccccc1Cl,-6,-3,-4,95,-3,-3,-4,0.6,15,2
CCC(C)NC(=O)Cn1cnc([N+](=O)[O-])c1 (configuration not stated),22,2,-6,98,2,5,-2,-1.9,-7,1
N#Cc1cc(-c2ccccc2)nn1-c1ccccc1,-1,2,0,106,2,-4,-3,3.6,5,0
COCCn1c(COc2ccc(Cl)cc2)nnc1SCC(N)=O,4,-2,0,100,5,-6,0,-0.7,-1,0
O=C(N/N=C/c1ccc(OCc2ccccc2)cc1)c1ccncc1,6,-3,-1,96,-2,-3,1,-3.0,16,-2
COc1ccc(CN2CC(=O)N(c3ccc(C)cc3)C2=S)cc1OC,-4,0,-1,102,-5,-8,2,2.2,-2,-4
N#CCOC(=O)C1CSC2(c3ccc(Br)cc3)CCC(=O)N12 (configuration not stated),-1,1,13,98,0,-2,3,-5.5,8,-1
CC1CCc2c(C(=O)NCc3ccccn3)csc2C1 (configuration not stated),-4,5,2,96,6,-5,0,-1.2,0,-2

Next compounds:
SMILES,PDI turbidity,HTR2A ag,H9c2 protect,ABCB6 inh MLPCN,ABHD5 PLIN5 PPI,CaV13 FRET inh,Granule exo inh,MC4R barr agon,MC4R antag cAMP,Glyco luc inh
Cn1c(CCC(=O)Nc2ccc(S(C)(=O)=O)cc2)nc2cc(S(=O)(=O)N3CCOCC3)ccc21,2,0,-1,90,8,-16,8,3.8,-1,-1
Nc1nnc(CCOc2ccc(Cl)cc2)s1,-2,1,2,92,0,-9,0,0.0,3,0
O=C(OCc1nnc(-c2ccccc2)o1)C1CC(=O)N(c2ccccc2)C1 (configuration not stated),-3,-4,4,102,0,.,0,-0.9,28,1
COC(=O)Nc1snnc1C,-3,3,6,104,3,-1,9,2.4,-7,2
COc1ccc(N2CCN(C(=O)CCc3nnc4ccc(N5CCOCC5)nn34)CC2)cc1,-10,8,0,100,2,-7,2,-0.2,-2,1
N#Cc1cc(N)c(Nc2ccccc2)cc1C#N,-1,-3,-29,108,2,.,-6,-0.5,-1,0
O=C(CSc1nc2cc3c(cc2c(=O)n1CCC1=CCCCC1)OCO3)NCc1ccco1,-3,-5,-4,99,-3,-6,2,-0.4,-1,2
COc1ccccc1N(CC(=O)NCCC1=CCCCC1)S(=O)(=O)c1ccccc1,-1,2,12,92,3,-6,0,-1.3,13,-3
COc1ccc(C(=O)NC2CCN(C(=O)NCc3ccccc3)CC2)cc1,2,0,4,103,-1,-4,7,-1.5,6,-2
O=C(NCc1ccco1)/C(=C\c1ccco1)NC(=O)c1ccco1,3,-1,-2,99,5,-4,-7,-1.5,6,-1
CNC(=O)CS(=O)CC(=O)Nc1cc(OC(C)C)c(Cl)cc1Cl (configuration not stated),-6,2,3,97,1,2,0,0.7,15,1
CCCn1c(=O)c2c(nc3n2CCS3)n(C)c1=O,1,-2,1,96,-7,-1,7,-4.0,3,2
CCOc1ccc(C(=O)NCC(=O)Nc2ccncc2)cc1OCC,-51,0,-5,100,6,-6,-7,-1.4,7,1
CC1CCCC(NC(=S)NC(=O)c2ccccc2Br)C1C (configuration not stated),-5,-3,-9,98,-12,-17,0,-0.6,16,0
Cc1cc(Br)ccc1OCC(=O)NNC(=O)CCc1ccccc1,2,1,-8,93,-2,-3,28,2.3,1,3
CCc1nc2ccc(C(=O)N(CC)CC(=O)Nc3c(F)cccc3F)cc2nc1CC,?,1,5,97,16,-5,11,0.5,1,1
O=C(COC(=O)c1cc(=O)[nH]c2ccccc12)Nc1ccc(F)cc1F,2,-2,5,94,2,-6,-4,-1.6,-6,0
COCCn1nnnc1C(c1cc2cc(C)ccc2[nH]c1=O)N1CCCCCC1 (configuration not stated),1,2,4,102,7,.,0,-1.3,-2,-1
CN1CCN(C(=O)c2cc3nc(-c4ccccc4)cc(C(F)(F)F)n3n2)CC1,-1,-2,-20,94,11,-6,2,-0.2,-6,-1
COc1ccc(NCC(=O)Nc2ccc(Cl)cc2C)c(OC)c1,6,-2,-9,128,0,-8,5,-0.1,6,4

Screening results (PubChem BioAssay)
